H9c2 TAG inh – reduces triacylglycerol accumulation in H9c2 cells; inhibition, % at 12.5 µM; Nile Red lipid (TAG) fluorescence; cells loaded with 200 µM oleic acid; 0.66% of 230,000 active;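 active means pattern-corrected inhibition of lipid staining of at least 50% with the nuclear-stain viability signal not falling by more than 50%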;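 further: 0% = DMSO wells and 100% = triacsin C control wells; some results filed as inactive read as strong as hits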
H9c2 TAG inh DAPI viability – further read-out of H9c2 TAG inh, marked with its call; DAPI nuclei signal change (viability), lower = more cytotoxic, %;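 whole-well DAPI fluorescence read on a plate reader as a viability signal; minus 50 percent equals half of cells still viable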
Numbers without * were called inactive. Some of the compounds tested; rates above refer to the full screens.

SMILES	H9c2 TAG inh DAPI viability	H9c2 TAG inh
O=C(NCC(c1ccco1)N1CCCC1)c1cc2ccccc2s1 (stereo unspecified)	5	-23
CCCN(CC(=O)Nc1ccc(C(C)=O)cc1)CC(=O)Nc1ccccc1C	-8	14
O=C(CSc1nc2[nH]ncc2c(=O)[nH]1)Nc1ccc(OC(F)(F)F)cc1	2	15
C/C(CC(=O)N(C(C)C)C(C)C)=N\NC(=O)COc1ccc(Cl)cc1Cl	4	-15
Cn1nc(-c2ccccc2)c(CSc2ccccc2Cl)c1Cl	-6	-7
COc1ccc(C(Nc2ccc(S(=O)(=O)NCC3CCCO3)cc2)C(=O)NC(C)(C)C)cc1OC (stereo unspecified)	4	4
CC(C)=NNc1nc2c(c(=O)n(C)c(=O)n2C)n1CCc1ccccc1	5	7
O=C(CSc1nncs1)NCc1ccc2c(c1)OCO2	12	-8
CN1CCC2(CC1)Nc1nc(SCc3ccc(Cl)cc3)nn1C1=C2CN(C)CC1	18	24
CCOc1ccc(S(=O)(=O)N2CCCC2)c2ccccc12	-2	-10
Cn1cc(CN2CCC(C(=O)NC(c3ccc(F)cc3)c3ccc4ccccc4n3)CC2)c2ccccc21 (stereo unspecified)	-33*	103*
O=C(c1cnn2ccccc12)N1CCN(C2CCCCC2)CC1	-10	3
CN(C)C(=O)CSc1nnc(Cc2ccccc2)n1Cc1ccco1	0	11
COc1cc([N+](=O)[O-])c(OC)cc1SCc1n[nH]c(=S)n1-c1ccc(C)cc1	-6	7
CCCNC(=O)c1ccccc1NC(=O)CN(c1ccccc1)S(=O)(=O)N(C)C	0	-21
O=C1C=C(NCc2ccncc2)CC(c2ccccc2)C1 (stereo unspecified)	-6	15
Cc1ccc(OCc2nnc(SCc3nc4ccccc4[nH]3)n2Cc2ccco2)cc1	11	-14
CN1CCN(c2ccc3sc(-n4ccc5ccccc54)nc3c2)CC1	10	22
CCN(CC)c1cc(C)c2cc(NC(=O)CNC(C)=O)ccc2n1	-8	17
CC(NC(=O)c1ccc2nc(Cc3cccc(Cl)c3)oc2c1)c1ccncn1 (stereo unspecified)	-7	0
COc1ccc(OC)c(CN2CCCC(CCC(=O)N(C)CCc3ccccn3)C2)c1 (stereo unspecified)	4	-7
O=C(CC1SC(=Nc2ccc3c(c2)OCCO3)NC1=O)Nc1ccc(F)cc1F (stereo unspecified)	5	-28
Cn1c(COc2cccc3cccnc23)nnc1SCC(=O)O	1	-6
COc1ccc(OC)c(-n2cc3c(=O)n(C)c(=O)n(C)c3c2)c1	-4	7
COC(C[C@@H]1O[C@@H]1[C@@H](O)[C@@H](C)OCc1ccccc1)OC	-1	-5

Three structures already listed, sorted by heavy-atom count, highest first.
SMILES	H9c2 TAG inh DAPI viability	H9c2 TAG inh
CCCN(CC(=O)Nc1ccc(C(C)=O)cc1)CC(=O)Nc1ccccc1C	-8	14
C/C(CC(=O)N(C(C)C)C(C)C)=N\NC(=O)COc1ccc(Cl)cc1Cl	4	-15
CCN(CC)c1cc(C)c2cc(NC(=O)CNC(C)=O)ccc2n1	-8	17

Further results:
SMILES	H9c2 TAG inh DAPI viability	H9c2 TAG inh
Cc1ccc2c(c1)N(S(=O)(=O)c1ccc3c(c1)NC(=O)CC(=O)N3)CCO2	54	0
COc1ccc(NC(=O)N(C)C[C@H]2Oc3c(NC(=O)NC4CCCCC4)cccc3C(=O)N([C@H](C)CO)C[C@@H]2C)cc1	2	-9
CCCCN(C(=O)CCNC(=O)NC12CC3CC(CC(C3)C1)C2)c1c(N)n(CCC)c(=O)[nH]c1=O	-6	0
O=C(CCc1nc2ccccc2c(=O)[nH]1)Nc1nc(-c2cccs2)cs1	-10	17
CCOC(=O)c1cnc2ccc(C(=O)OC)cc2c1Nc1ccc(C(=O)O)cc1	9	1
Cc1sc(NC(=O)CSc2nnc(-c3ccccc3)o2)c(C#N)c1C	-11	8
COc1ccc2oc(C(=O)OCC(=O)N(Cc3ccccc3)C(C)C)c(C)c2c1	2	-11
O=C(Nc1cc2c3c(c1)CC(=O)N3CCC2)c1ccc(Cl)cc1	1	19
COc1cccc(NC(=O)Cn2c(=O)oc3cc(S(=O)(=O)N4CCCC4)ccc32)c1	-5	-13
CCOC(=O)c1c(NC(=O)/C=C/C(=O)O)sc(C)c1-c1ccc(C(C)(C)C)cc1	-9	19
CCc1ccc(NC(=O)CSc2nc(=O)n3cc(C)ccc3n2)cc1	-2	1
Cc1[nH]n(-c2ccccc2)c(=O)c1-c1ccc(Cl)cc1	8	-10
Cc1ccc(-c2nc(C(=O)O)cs2)cc1	2	7
Cc1ccc2cc(CN(CC3CCCO3)C(=S)Nc3ccccc3)c(=O)[nH]c2c1 (stereo unspecified)	7	-11
CC(C)(C)OC(=O)C[C@H]1C/C=C\C[C@H](CC(=O)N(CCO)Cc2ccccc2)C(=O)N[C@@H](c2ccccc2)COC1=O	-15	22
CCOC(=O)c1nnc(-c2cccs2)nc1Oc1ccccc1C(=O)OC	7	3
COc1cccc(C(c2c(N)n(C)c(=O)n(C)c2=O)C(C)[N+](=O)[O-])c1 (stereo unspecified)	-9	10
Nc1ccc2c(c1)C(=NO)c1cc([N+](=O)[O-])ccc1-2	6	2
O=C(CSc1nnnn1-c1ccccc1)Nc1nc(-c2ccccc2)ns1	5	-14
CC1=C(C(=O)NCc2ccccc2)C(c2cccs2)n2ncnc2N1 (stereo unspecified)	1	-3
COc1ccccc1/C=N/NC(=O)CC(=O)NC1CCCCC1	4	-7
COc1ccc(-n2cc(-c3ccccc3)c3c(NN4CCOCC4)ncnc32)cc1	-2	7
COc1ccccc1C1CC(=O)Oc2cc(OC)c(OC)c(OC)c21 (stereo unspecified)	-2	18
COc1ccc(OC)c(CN2CCN(C(=O)c3ccc(C)c(S(=O)(=O)Nc4ccccc4OC)c3)CC2)c1	6	8
Cc1ccc2nc(N3CCN(c4ccccc4F)CC3)c(C=O)c(=O)n2c1	-9	5
O=C(NCCCN1CCCC1=O)C1CCN(S(=O)(=O)c2ccc(F)cc2)CC1	2	10
COc1ccc(CC(=O)Nc2cc(C)ccc2O)cc1OC	-4	3
CC(Sc1nnnn1C)C(=O)NC1CCCc2ccccc21 (stereo unspecified)	-5	-5
Cc1cc(OCc2nc(N)nc(N)c2-c2ccc(Cl)c(Cl)c2)ccc1[N+](=O)[O-]	-10	17
COc1ccc(S(=O)(=O)NC(=O)C2(C)CCN2C(=O)C2CCCCC2)cc1OC (stereo unspecified)	1	-2
CCn1c(CSCc2ccc(Cl)cc2)nnc1SCC(=O)Nc1cccc(C(=O)O)c1	-1	5
O=C(c1ccoc1)N1CCC2(CC1)Oc1ccc(F)cc1C(=O)C21CC(c2ccccc2)=NO1 (stereo unspecified)	-25	27
CCOc1ccc(-n2c(SCC(=O)N3CCc4ccccc43)nnc2-c2c[nH]c3ccccc23)cc1	-12	20
CC1=C(C)CC(C(=O)N2CCN(C/C=C/c3ccccc3)CC2)C(C(=O)O)C1 (stereo unspecified)	87	-11
CC12CCC3c4ccc(O)cc4CCC3C1CCC2=O (stereo unspecified)	1	0
CCOC(=O)C1CCCCN1Cc1ccc(OC)c(OC)c1 (stereo unspecified)	2	0
Cc1ccc(C(=O)O)cc1NCc1ccncc1	1	-4
O=C(NCCOc1ccccc1Cl)c1ncn[nH]1	6	-4
CCNC(=S)Nc1ccc(NC(=O)c2ccccc2O)cc1	6	-7
COc1ccc(NC(=O)CCOc2ccccc2)c(OC)c1	1	-19
c1cnc(N2CC[N+]3(CCCC3)CC2)nc1	-12	-8
Cc1c(C(=O)N2CCN(c3ccccn3)CC2)oc2c(F)cccc12	-6	-7
COC(=O)[C@@]1(C)[C@H]2C(=O)N(C)C(=O)[C@H]2[C@H]2CN=C(SC)N21	-1	1
O=C(NCCOc1ccc(F)cc1)C1CCC(=O)N(CCc2ccccn2)C1 (stereo unspecified)	-7	6
FC(F)(F)c1cc(-c2ccccc2)nc(N2CCOCC2)n1	-6	37
CCc1ccc(S(=O)(=O)c2nnn3c2nc(NCCNC(C)=O)c2ccccc23)cc1	5	-19
O=C1c2ccc(Br)cc2C(=O)N1c1ccc(Cc2ccncc2)cc1	-5	-9
CC1(C(=O)NCc2ccco2)Cc2c(-c3ccc4c(c3)OCO4)ccnc2O1 (stereo unspecified)	-36*	52*
Cn1c(=O)c2c(nc(SCC(=O)Nc3ccccc3)n2C)n(C)c1=O	-2	-13
Cc1cccc(N=C2NC(=O)/C(=C/C=C/c3ccco3)S2)c1C	6	7

Next part
SMILES	H9c2 TAG inh DAPI viability	H9c2 TAG inh
O=C(COC(=O)c1cccc(-n2cnnn2)c1)c1ccc(F)cc1	-6	8
CCCCN1C(=O)C(=O)N(CC(=O)c2ccc[nH]2)C1=O	-13	0
COC(=O)CN(c1cc(OC)ccc1OC)S(=O)(=O)c1ccc(OC)c(OC)c1	-7	12
NC(=O)COC(=O)[C@@H]1CC(O)CN1S(=O)(=O)c1ccc2c(c1)OCCO2 (stereo partly specified)	-1	4
COc1ccc(COC(=O)c2ccc(Br)c(S(=O)(=O)N3CCOCC3)c2)cc1F	-5	3
CCOc1ccc(C2C(C(=O)c3ccco3)=C(O)C(=O)N2Cc2cccnc2)cc1 (stereo unspecified)	1	4
CN(C)C(=O)c1ccc(-c2nnc(OCc3nc4ccccc4n3C)c3ccccc23)cc1	6	-4
O=C(CCSc1ccc(Cl)cc1)c1cccs1	8	-15
CC1CCCC(NC(=O)CCC(=O)c2ccc(F)cc2)C1C (stereo unspecified)	-8	0
CCCCCCC(=O)c1c(C)[nH]c(C(=O)OCC)c1C	-13	19
COc1cc(C(O)c2nc(-c3ccncc3)cs2)ccc1F (stereo unspecified)	-6	-18
CCNc1nc(NCC)n2c(SCC(=O)Nc3ccc(NC(C)=O)cc3)nnc2n1	-4	3
CCCCOc1ccc(NC2=NC3(CCCCC3)N=C(N)N2)cc1	-8	-32
COC(=O)c1ccccc1NC(=O)CC#N	1	-4
Cc1cc2nc3c(=O)[nH]c(=O)[nH]c3nc2c([N+](=O)[O-])c1N	-2	2
Cc1oc(-c2ccc(Cl)cc2)nc1CN1CCCC(C(=O)NCCCN2CCCC2=O)C1 (stereo unspecified)	-1	7
C=CCNS(=O)(=O)c1ccc2c(c1)n(C)c(=O)n2C	8	3
NC(=O)C(CCC(=O)c1ccc(Br)cc1)S(=O)(=O)c1ccccc1 (stereo unspecified)	-8	12
Cc1cccc(NS(=O)(=O)c2cc(C(=O)OCC(=O)Nc3cc(C)on3)ccc2C)c1	2	-36
CC(C)(C)C1CCC(OC(=O)C[N+]2(C)CCCCC2)CC1 (stereo unspecified)	8	-27
O=C(N/N=C/c1ccc(Cl)c([N+](=O)[O-])c1)c1ccc2c(c1)OCCO2	-5	3
O=c1c([N+](=O)[O-])c(N2CCOCC2)c2ccccc2n1Cc1ccccc1	-2	-10
Cc1nc(-c2ccc(O)c(O)c2)cs1	-10	13
CCCCCC1CC(CC(=O)O)C(=O)O1 (stereo unspecified)	13	-13
O=C(CSc1nc2c(cnn2-c2ccccc2)c(=O)[nH]1)NC1CCS(=O)(=O)C1 (stereo unspecified)	-4	3

Individual results from the entries so far.
COc1cccc(NC(=O)Cn2c(=O)oc3cc(S(=O)(=O)N4CCCC4)ccc32)c1 – H9c2 TAG inh DAPI viability: -5
O=C(COC(=O)c1cccc(-n2cnnn2)c1)c1ccc(F)cc1 – H9c2 TAG inh DAPI viability: -6
O=C(CSc1nncs1)NCc1ccc2c(c1)OCO2 – H9c2 TAG inh DAPI viability: 12

Next records.
SMILES	H9c2 TAG inh DAPI viability	H9c2 TAG inh
COc1ccc(C)cc1N(CC(=O)Nc1cccnc1)S(=O)(=O)c1ccc(C)cc1	-1	-24
COc1ccc(C(=O)O)cc1S(=O)(=O)Nc1ccc(Oc2ccccc2)cc1	9	-4
Cc1ccc(C2NC(=S)NC3=C2C(=O)CC(C)(C)C3)cc1 (stereo unspecified)	-2	-2
O=C(CCn1c(=O)oc2ccccc21)N1CCc2ccccc21	-2	48
CN1C(=O)C2CN(CCc3ccccc3)CNC2N(C)C1=O (stereo unspecified)	3	5
COc1ccc2[nH]cc(CCn3ccc(O)c(C/C=C/c4ccccc4)c3=O)c2c1	-3	14
Cc1c(C(c2cc(O)ccc2O)c2c(C)n(C)n(-c3ccccc3)c2=O)c(=O)n(-c2ccccc2)n1C	-1	2
Cc1ccn2c(NC3CCCCC3)c(C(C)C)nc2c1	9	-22
Cc1ccnc(NC(=O)CCNC(=O)c2ccc(Br)cc2)c1	18	-10
COc1cc2oc3ccccc3c2cc1N(CC(=O)N1CCCCC1)S(=O)(=O)c1ccc(C)cc1	-8	-2
COc1ccc(NC2CCCN(C(=O)Cn3ccc(C)n3)C2)cc1OC (stereo unspecified)	3	6
C[C@H]1CN([C@@H](C)CO)C(=O)CCCn2nncc2CO[C@@H]1CN(C)S(=O)(=O)c1cccc(F)c1	3	0
O=C(CC(=O)Nc1ccccn1)Nc1ccccn1	4	3
COc1ccccc1CC(=O)NCCc1ccc(S(N)(=O)=O)cc1	2	5
CCC(=O)Nc1nnc(S(=O)(=O)N2CCc3ccccc32)s1	3	5
CC(=O)Nc1ccccc1C(F)(F)F	-7	-8
CN(Cc1cnccn1)C(=O)CC1C(=O)NCCN1Cc1ccc(F)cc1Cl (stereo unspecified)	-1	-5
CN1CCN(C(=S)NC(=O)c2ccco2)CC1	-9	8

Retrieved by structure from above, four records:
SMILES	H9c2 TAG inh DAPI viability	H9c2 TAG inh
Cc1ccc(C2NC(=S)NC3=C2C(=O)CC(C)(C)C3)cc1 (stereo unspecified)	-2	-2
CN1C(=O)C2CN(CCc3ccccc3)CNC2N(C)C1=O (stereo unspecified)	3	5
COc1ccc(C)cc1N(CC(=O)Nc1cccnc1)S(=O)(=O)c1ccc(C)cc1	-1	-24
CN1CCN(C(=S)NC(=O)c2ccco2)CC1	-9	8

Screens from PubChem.
